Screening results: PubChem, National Center for Advancing Translational Sciences (NCATS)
HCMV inh: qHTS Assay for inhibitors of the human cytomegalovirus (HCMV); HFF cells, HCMV-luciferase reporter, 72 h; hits give low values; activity change, negative = inhibition, % at 57.5 µM; 410,000 compounds, 4.5% hits; AID 1259415, 2018; in the data active = activity change below about -60%; inconclusive = no clear call, values can overlap the other calls; inactive = above about -39%
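After 16 h attachment at 37C, HFF cells received test compound and HCMV-luciferase (1 PFU/cell); reporter luminescence read 72 h later, data normalized against buffer-only and known inhibitor Salinomycin.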
* = called active by the depositor; u = inconclusive. % is scaled to controls: 0 for no effect and ±100 for the full control effect.

O=S(=O)(c1cccc(C(F)(F)F)c1)N1c2ccccc2-n2cccc2C1c1cccnc1 (stereo not drawn)
  HCMV inh = u
O=c1[nH]c(=S)[nH]c2c1C(c1cccc(C(F)(F)F)c1)OC(CCc1ccccc1)C2 (stereo not drawn)
  HCMV inh = -16
COc1ccc(CN(C)C(=O)c2cccc(S(=O)(=O)NCc3ccccc3)c2)cc1F
  HCMV inh = -21
CCNC(=O)C1(C)CCN(Cc2ccc(-c3ccccc3)cc2)C1 (stereo not drawn)
  HCMV inh = -15
COc1cc2c(NCCCCCO)ncnc2c(OC)c1OC
  HCMV inh = -35
O=C1NC[C@H](CCCCN2CCN(CC3CCCCC3)C(=O)C2=O)N(CCC2CCCCC2)C1=O
  HCMV inh = 11
CCOC(=O)C1(C)CCN1C(=O)c1ccc2ccccc2c1 (stereo not drawn)
  HCMV inh = 101
OC[C@@H]1CN(Cc2ccc(-c3ccccc3)cc2)C[C@H](n2cnc3c(NCc4ccc(F)cc4)ncnc32)O1
  HCMV inh = -85*
CC(=O)Nc1cc(-c2ccc(S(C)(=O)=O)cc2)cn2c(-c3ccc(F)c(Cl)c3)cnc12
  HCMV inh = 15
CCCS(=O)(=O)NC(=O)C1(C)CCCN(C(=O)c2cc(C)nn2C(C)(C)C)C1 (stereo not drawn)
  HCMV inh = 3

CCc1nc2c(OCCC3CCCCC3)cccn2c1N(C)C(=O)CC(C)C
  HCMV inh = 47
CCCNC(=O)C1(C)CCCN(Cc2csc3ccccc23)C1 (stereo not drawn)
  HCMV inh = -26
CS(=O)(=O)N1Cc2cc(C(=O)NCC3CCCCC3)nc(-c3cccc(-c4cccnc4)c3)c2[C@H]1CCO
  HCMV inh = -9
O=C(N1CCOCC1)N1[C@H](COCc2ccccc2)C=CS1(=O)=O
  HCMV inh = -37
CCOC(=O)CN(c1sc(C)c(C)c1C(=O)OCC)S(=O)(=O)c1ccc(C)cc1
  HCMV inh = -65*
COc1cc(C(O)c2nc(-c3ccc4ccccc4c3)cs2)ccc1F (stereo not drawn)
  HCMV inh = 14
S=C1SCN(CCc2ccccc2)CN1CCc1ccccc1
  HCMV inh = u
COc1ccc([C@H]2N[C@]3(CCCN(Cc4ccco4)C3=O)[C@H]3C(=O)N(Cc4ccccc4)C(=O)[C@@H]23)cc1
  HCMV inh = 12
C[C@H](O)[C@@H]1CN2CCc3c([nH]c4ccccc34)[C@@H]2C[C@@H]1N(C)C(=O)Nc1ccccc1
  HCMV inh = 34
COc1ccc(-c2nc(S(=O)(=O)c3ccccc3)c(N3CCCC3)o2)cc1
  HCMV inh = 0

O=S1(=O)C[C@H](N2CCOCC2)[C@@H](COCc2ccccc2)N1
  HCMV inh = -8
O=C(Nc1ccc2c(c1)OCO2)c1cc(C2CCCCN2C(=O)CCCc2ccccc2)on1 (stereo not drawn)
  HCMV inh = -14
N#CC1c2ccccc2C=CN1C(=O)c1ccc(N(CCCl)CCCl)cc1 (stereo not drawn)
  HCMV inh = -40
CCn1c(SCC(=O)NC2CC2)nnc1-c1ccccc1
  HCMV inh = 12
COC(=O)C[C@H]1C=C[C@H](NC(=O)Nc2ccccc2)[C@@H](CO)O1
  HCMV inh = -4
CCc1cccc(NC(=O)COC(=O)C2COc3ccccc3O2)c1 (stereo not drawn)
  HCMV inh = -3
CCCCCCCCN1C(=O)[C@H](CC(=O)NCCCOCCCC)C[C@@]2(C(=O)OC)CC(C)(C)CC=C12
  HCMV inh = 4
COc1ccc2sc3cccc(NCCN(C)C)c3c(=O)c2c1
  HCMV inh = 2
Cc1ccc(-c2cnc3c(c2)C(=O)N([C@H](C)CO)C[C@@H](C)[C@@H](CN(C)C(=O)Cc2ccccc2)O3)cc1
  HCMV inh = 3
C#CCNC(=O)[C@H](Cc1ccc(C(=O)c2ccccc2)cc1)NC(=O)OC(C)(C)C
  HCMV inh = -33

CC1CCN(C(=O)COc2ccc3ccccc3c2Br)CC1
  HCMV inh = 27
O=C(O)CN1C(=O)/C(=C\c2ccccc2OCc2ccccc2)SC1=S
  HCMV inh = 14
O=C(Nc1ccc2c(c1)OCCO2)C(c1cc2ccccc2o1)N1CCN(c2ccc(C(F)(F)F)cn2)CC1 (stereo not drawn)
  HCMV inh = -39
Cn1cnc(S(=O)(=O)N2CCCCN3[C@H](CO)[C@H](c4ccc(C#CC5CC5)cc4)[C@@H]3C2)c1
  HCMV inh = -6
COc1ccc(NC(=O)C(c2ccncc2)n2c(=O)c(-c3ccccc3)nc3ccccc32)cc1 (stereo not drawn)
  HCMV inh = 35
CN(C)c1ccc(-c2csc(C(O)c3cccc(Cl)c3)n2)cc1 (stereo not drawn)
  HCMV inh = -16
O=C(Nc1cccc(Cl)c1)c1ccc2sc([C@H]3C[C@H](O)[C@@H](CO)O3)nc2c1
  HCMV inh = -12
COc1ccc(NC(=O)C2(C)Cc3c(-c4ccc(NC(C)=O)cc4)ccnc3O2)cn1 (stereo not drawn)
  HCMV inh = -6
OC(c1ccccc1)(c1nc(-c2cccc(F)c2)cs1)C(F)(F)F (stereo not drawn)
  HCMV inh = -25
CCCc1nc2c(C)cc(Br)cn2c1Cc1ccc(C)cc1
  HCMV inh = 79

Cc1ccc(S(=O)(=O)N2CC[C@H]3[C@@H](C2)C(=O)C[C@@H](c2ccccc2)N3S(=O)(=O)c2ccc(C)cc2)cc1
  HCMV inh = -15
O=C(Nc1ccccc1)C1Cc2c(-c3ccc4c(c3)OCO4)ccnc2O1 (stereo not drawn)
  HCMV inh = -22
COc1ccccc1-c1csc(C(C)(O)c2cccc(F)c2)n1 (stereo not drawn)
  HCMV inh = 40
CCOC1=C2[C@@H](CN(S(=O)(=O)c3ccc(C)cc3)[C@H]2c2ccccc2)[C@H]2C(=O)N(Cc3ccccc3)C(=O)[C@H]2C1
  HCMV inh = 4
O=[N+]([O-])c1cccc(COc2ccccc2CO)c1
  HCMV inh = 15
C[C@H](CO)N1C[C@H](C)[C@@H](CN(C)Cc2ccccc2)OCc2cnnn2CCCC1=O
  HCMV inh = 23
COCCCn1c(SCC(=O)c2c(N)n(C3CC3)c(=O)[nH]c2=O)nnc1-c1ccccc1Cl
  HCMV inh = -16
Cc1cc(C)cc(NC(=O)C2COc3ccccc3O2)c1 (stereo not drawn)
  HCMV inh = -14
COc1ccc(CNC(=O)/C=C/[C@H]2O[C@@H](n3ccc(=O)[nH]c3=O)[C@H](O)[C@@H]2O)cc1
  HCMV inh = 2
CCc1nc2c(=O)[nH]cnc2o1
  HCMV inh = 4

O=Nc1ccc(NO)c2ccccc12
  HCMV inh = 25
CC1(C)CC(=O)C=C(c2ccc(-c3ccccc3)cc2)C1=O
  HCMV inh = 1
COc1ccc(C(=O)Nc2ccc3nc(C)sc3c2)cc1S(=O)(=O)N1CCOCC1
  HCMV inh = -21
CC1OC(C(C)(C)C)Cc2[nH][nH]c(=O)c21 (stereo not drawn)
  HCMV inh = 7
Cc1ccc2nc(-c3ccccn3)c(N)n2c1
  HCMV inh = 40
CC1(C(=O)Nc2ccc3[nH]ncc3c2)CCN1C(=O)C1(c2ccccc2)CC1 (stereo not drawn)
  HCMV inh = -98*
O=C(c1ccoc1)N1CCN(c2cc(-c3cccnc3)nc3cc(-c4cccc(Cl)c4)nn23)CC1
  HCMV inh = -23
COc1cccc(-c2cnc3c(NC(C)=O)cc(-c4ccncc4)cn23)c1
  HCMV inh = 40
CC1(C)CC(Cc2ccc(C(F)(F)F)cn2)N(C(=O)OC(C)(C)C)C1 (stereo not drawn)
  HCMV inh = 22
CCOC(=O)C1CCCN(C(=O)c2cc(F)cc(F)c2)CC1 (stereo not drawn)
  HCMV inh = -7

CC[C@@H]1CC2=C(C(=O)OC(C)(C)O2)[C@@H](CC)O1
  HCMV inh = -4
Cn1c(=O)c2cc(NC(=S)NC3CCCCC3)ccc2n1C/C=C/c1ccccc1
  HCMV inh = 17
COc1ccc(CCNC(=O)Nc2ccc3c(c2)c(=O)n(C)n3C)cc1OC
  HCMV inh = -20
C[C@H]1CN([C@@H](C)CO)S(=O)(=O)c2ccc(Br)cc2O[C@H]1CN(C)C(=O)NC1CCCCC1
  HCMV inh = 17
COCCNC(=O)C1(C)CCCN(Cc2cccc(OC(=O)c3ccccc3)c2)C1 (stereo not drawn)
  HCMV inh = 122
O=C(NCCc1c[nH]c2ccccc12)OC1CC2CC1[C@H]1CCCCN1C2=O (stereo partly drawn)
  HCMV inh = 13
COc1cc(-c2cnc3c(NC=O)cc(-c4cccc(C(=O)NCCN(C)C)c4)cn23)cc(OC)c1OC
  HCMV inh = 37
COc1ccc(-c2csc(C(NC(C)=O)c3ccccc3)n2)cn1 (stereo not drawn)
  HCMV inh = 16
COc1ccc(NC(=O)N2c3ccc(OC)cc3[C@@H](NC(=O)c3ccc(C)s3)[C@H](C)[C@H]2c2ccccc2)cc1
  HCMV inh = 2
CCCOc1ccc(F)cc1-c1cc(C(=O)Nc2ccc(F)c(Cl)c2)[nH]n1
  HCMV inh = -11

Fc1cccc(Cc2c(-c3cccc(Br)c3)nc3c(Cl)cc(C(F)(F)F)cn23)c1
  HCMV inh = 31
CC1(C(=O)NS(=O)(=O)c2ccc3c(c2)CCO3)CCN1C(=O)CCc1ccc(Cl)cc1Cl (stereo not drawn)
  HCMV inh = 18
CC(=O)Nc1cc(-c2ccc(N3CCN(C)CC3)cc2)cn2c(-c3ccc(F)c(Cl)c3)cnc12
  HCMV inh = -30
Cc1cccc(CN(C)C[C@@H]2OCc3cnnn3CCCC(=O)N([C@H](C)CO)C[C@H]2C)c1
  HCMV inh = 7
COc1ccc(C)cc1NC(=O)Cc1csc(NC(=O)Nc2ccccc2OC)n1
  HCMV inh = u
O=C(NCCCCC(NC(=O)c1ccccc1)C(=O)O)OCc1ccccc1 (stereo not drawn)
  HCMV inh = 59
CN1OC[C@@H]2CN(CC3CCCCC3)[C@H](c3ccc(-c4ccc(C#N)cc4)cc3)C[C@@H]21
  HCMV inh = -19
COCCCNC(=O)C[C@@H]1C[C@@]2(C(=O)OC)CCCCC=C2N(Cc2ccc3c(c2)OCO3)C1=O
  HCMV inh = -23
CCOC(=O)c1ccc(NC(=O)NC2=NCCS2)cc1
  HCMV inh = -11
C[C@H]1[C@@H](c2ccccc2)Oc2ccc(Cl)cc2S(=O)(=O)N1Cc1ccc(Cl)cc1
  HCMV inh = -19

COCCCNC(=O)c1cc(S(=O)(=O)N2CCC3(CC2)OCCO3)ccc1F
  HCMV inh = -19
Cc1ccc(C)c(NCCCCC(=O)O)c1
  HCMV inh = -11
CCC[C@H]1[C@@H](NS(=O)(=O)c2cccc([N+](=O)[O-])c2)CC[C@@]23CCCN2C(=O)CCC[C@@H]13
  HCMV inh = 18
CC(=O)NC(c1ccccc1)c1nc(-c2cc(F)cc(F)c2)cs1 (stereo not drawn)
  HCMV inh = -26
C[C@H]1CNC(=O)c2c(C(=O)N3CCN(c4ccccc4)CC3)ncn21
  HCMV inh = -2
CCCCNS(=O)(=O)c1cccc(NC(=O)[C@H]2C[C@H](O)[C@@H](CO)O2)c1
  HCMV inh = 22
COc1cccc(-c2cnc(C(O)c3c(C)cc(C)cc3C)[nH]2)c1 (stereo not drawn)
  HCMV inh = -27
C[C@@H]1CN([C@@H](C)CO)C(=O)c2cc(Br)cnc2O[C@H]1CN(C)C(=O)c1ccccc1F
  HCMV inh = -4
COc1ccccc1NC(=O)C(C)OC(=O)C1CC(=O)N(Cc2ccco2)C1 (stereo not drawn)
  HCMV inh = -18
CCC1Cc2[nH]c(=S)[nH]c(=O)c2C(c2ccc(F)cc2)O1 (stereo not drawn)
  HCMV inh = 1

CC(=O)Nc1c(-c2ccc(C)cc2)nc2ccc(Cl)cn12
  HCMV inh = 7
COc1ccc(CN2C(=O)C(CC(=O)NCCc3ccccn3)CC(C(=O)N(C(C)C)C(C)C)=C2C)cc1 (stereo not drawn)
  HCMV inh = -3
CS(=O)(=O)c1ccc(C2=C(CNC(=O)c3ccc([N+](=O)[O-])cc3)[C@H]3CC[C@@H](C2)N3Cc2ccccc2)cc1
  HCMV inh = 23
Cc1cccc(C)c1C(O)c1ncc(-c2ccc(Cl)cc2)[nH]1 (stereo not drawn)
  HCMV inh = 7
COc1ccc(-n2nnnc2C(C2CC2)N2CCC3(CC2)C(=O)NCN3c2ccccc2)cc1 (stereo not drawn)
  HCMV inh = -18
CCOC(=O)C1(C)CCCN(C(=O)c2ccc(C)c(F)c2)C1 (stereo not drawn)
  HCMV inh = -9
O=C(COC(=O)c1c(F)cccc1F)NC(=O)NCc1ccccc1
  HCMV inh = -22
COc1ccc(-n2nnnc2C(c2cccc3ccccc23)N2CCN(C/C=C/c3ccccc3)CC2)cc1 (stereo not drawn)
  HCMV inh = -3
C[C@H](CO)N1C[C@H](C)[C@@H](CN(C)Cc2ccc(C(=O)O)cc2)Oc2ncc(Br)cc2C1=O
  HCMV inh = -14
Cc1cccc(C)c1NC(=O)C(c1ccc(C#N)cc1)n1c(=O)c(-c2ccccc2)nc2ccccc21 (stereo not drawn)
  HCMV inh = u

COc1ccc([C@H]2C[C@@H](O)[C@H](n3cc(C4CC4)nn3)CN2C(=O)c2cccs2)cc1
  HCMV inh = -29
COc1cccc(NC(=O)N(C)C[C@H]2OCc3cn(nn3)CCCC(=O)N([C@@H](C)CO)C[C@@H]2C)c1
  HCMV inh = 36
Nc1ccc2c(c1)C(=O)CCC2
  HCMV inh = -6
FC(F)(F)Oc1ccccc1C(c1nnnn1C1CCCC1)N1CCN(C/C=C/c2ccccc2)CC1 (stereo not drawn)
  HCMV inh = -20
CCOC(=O)c1cc(OC(C)=O)c2ccc(OC)c(OC)c2c1
  HCMV inh = -34
CN1OC[C@@H]2CN(S(=O)(=O)c3ccccc3)[C@H](c3ccccc3Br)C[C@@H]21
  HCMV inh = -25
CSc1ccc(NC(=O)NN(c2ccccc2)C2CCS(=O)(=O)C2)cc1 (stereo not drawn)
  HCMV inh = -26

Exported bar-delimited: entries from further up.
Compound | HCMV inh
COc1ccc([C@H]2C[C@@H](O)[C@H](n3cc(C4CC4)nn3)CN2C(=O)c2cccs2)cc1 | -29
COc1cccc(NC(=O)N(C)C[C@H]2OCc3cn(nn3)CCCC(=O)N([C@@H](C)CO)C[C@@H]2C)c1 | 36
Nc1ccc2c(c1)C(=O)CCC2 | -6

These rows are one share of the data, so the mix of outcomes need not match the whole.
